From PubChem BioAssay
Myeloid diff MLP: compounds promoting myeloid differentiation; ER-HoxA9 myeloid progenitors, lysozyme-GFP differentiation, flow cytometry; calls only at 10 µM; hit rate 1% among 360,000; AID 624256;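 active = normalized GFP-positive differentiation at or above the plate's own cutoff, the solvent-only control mean plus 3 SD; inconclusive = no clear call, values can overlap the other calls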;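 note: cells exposed to compound for four days before flow analysis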
LYP inhibition: inhibitors of LYP phosphatase, biochemical, fluorescence intensity, uHTS (AID 1779); recombinant LYP phosphatase, fluorescence intensity; higher % means a stronger effect; inhibition, % at 11.5 µM; hits with a dose series show IC50 in µM; hit rate 0.054% among 290,000; in the data active = inhibition above about 50%;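 note: plate controls were vehicle with enzyme for no effect and no enzyme for full effect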
HIV peptide binding: cell-free HIV fusion peptide-binding blockers – biochemical, uHTS, fluorescence dequenching, primary screen (AID 1986); hit rate 0.3% among 290,000; cell-free peptide binding, fluorescence dequenching, 30 min; higher % means a stronger effect; inhibition, % at 20 µM, or IC50 in µM where a hit was titrated; in the data active = inhibition mostly above about 52%, no sharp cut-off; inactive = mostly below about 76%; note: some results filed as inactive read as strong as hits
NTR1 ag: NTR1-driven beta-arrestin-GFP spot formation – imaging, U2OS cells, high content, primary screen (AID 493036); agonist mode; hit rate 0.17% among 330,000; activation, % at 20 µM; P30989;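 active = activation at or above 40% of the spot to cytoplasm intensity ratio, with at least 20 cells analyzed; inconclusive = wells under 20 cells, flagged as cytotoxic or low count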;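 note: 0% = DMSO without peptide and 100% = 100 nM NTR1 peptide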
Target sequence (P30989 whole entry, looked up): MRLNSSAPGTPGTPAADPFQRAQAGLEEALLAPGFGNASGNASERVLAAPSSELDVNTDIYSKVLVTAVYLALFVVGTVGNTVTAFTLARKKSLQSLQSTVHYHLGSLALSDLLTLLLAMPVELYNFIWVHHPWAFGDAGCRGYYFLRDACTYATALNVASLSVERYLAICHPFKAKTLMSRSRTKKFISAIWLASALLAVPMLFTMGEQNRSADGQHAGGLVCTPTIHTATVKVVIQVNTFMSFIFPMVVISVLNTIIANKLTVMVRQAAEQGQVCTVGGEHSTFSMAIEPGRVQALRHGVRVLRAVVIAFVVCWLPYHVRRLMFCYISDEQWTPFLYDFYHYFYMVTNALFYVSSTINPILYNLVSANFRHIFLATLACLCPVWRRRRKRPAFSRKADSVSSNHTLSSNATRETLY
GPR35 antagonists: inhibition of zaprinast-stimulated GPR35 beta-arrestin translocation – imaging, U2OS, beta-arrestin-GFP, zaprinast agonist, primary screen (AID 2058); hit rate 0.052% among 290,000; inhibition, % at 10 µM; hits with a dose series show IC50 in µM; U2OS GPR35 beta-arrestin-GFP translocation imaging, zaprinast antagonism; higher % means a stronger effect;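 active = inhibition of at least 50% with at least 30 cells and total cytoplasm GFP at most 10,000,000; inconclusive = under 30 cells or total GFP of 10,000,000 plus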
Rac1 GTP hydrolysis: MgcRacGAP GTPase-activating activity inhibitors, confirmation, biochemical, ADP Hunter fluorescence. inhibition, % at 30 µM; hits with a dose series show IC50 in µM. hit rate 0.6% among 340,000. MgcRacGAP-stimulated Rac1 GTP hydrolysis, ADP Hunter fluorescence; higher % means a stronger effect; GST-tagged Rac1 F28L mutant substrate;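 active = first-screen hits whose inhibition reached a set limit at any dose in the follow-up dose series; inconclusive = inhibition above the set first-screen limit but never retested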;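 note: fluorescence reports GDP produced by GAP-driven GTP hydrolysis; strong numbers were not always called active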
PhoP inhibition: PhoP-dependent GFP reporter repression – Salmonella Typhimurium, primary screen (AID 1863). S. Typhimurium PhoP-regulated promoter GFP reporter, 4 h; higher % means a stronger effect. one-dose inhibition, % at 50 µM; IC50 in µM for titrated hits. hit rate 0.16% among 300,000;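 active = inhibition over 29.93%, a cutoff 3 SD above the screen mean, later confirmed by dose response; inconclusive = inhibition over 29.93% but no dose response follow-up; inactive = inhibition at most 29.93% or unconfirmed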;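 note: 0% = low Mg2+ inducing control and 100% = high Mg2+ repressing control; strong numbers were not always called active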
GPR55 antagonists: GPR55 antagonists blocking LPI-driven arrestin recruitment, primary screen, imaging, U2OS, beta-arrestin-GFP, LPI agonist (AID 2013) | hit rate 0.13% among 290,000 | U2OS GPR55 beta-arrestin-GFP translocation imaging, LPI antagonism; higher % means a stronger effect | one-dose inhibition, % at 10 µM; IC50 in µM for titrated hits;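 active = spots per cell inhibited over 60%, with over 100 cells counted and total cytoplasm intensity under 500,000; inconclusive = wells with under 100 cells, flagged as likely toxic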;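 note: U2OS cells stably carrying GPR55 and arrestin-GFP stimulated by 5 µM LPI near EC80; imaged beta-arrestin-GFP aggregate spots per cell after agonist stimulation; plate controls were LPI-stimulated DMSO wells for no effect and DMSO wells without LPI for full effect; some results filed as inactive read as strong as hits; confirmed hits need IC50 under 10 µM and bright autofluorescent wells are also inconclusive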
Siah-1 displacement: blockers of Siah-1 interaction with plectin peptide – biochemical, fluorescence polarization, rhodamine-plectin, uHTS, primary screen (AID 1817); hit rate 0.02% among 290,000; displacement, % at 20 µM; hits with a dose series show IC50 in µM; Siah-1 / rhodamine-plectin peptide fluorescence polarization; higher % means a stronger effect;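 active = displacement of at least 50% at 20 µM, with a fluorescence ratio check between 0.3 and a set limit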;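 note: plate controls were Siah plus tracer with DMSO for no effect and tracer alone without Siah for full effect; strong numbers were not always called active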
NTR1 ag cell count 20 µM: also measured in NTR1 ag; calls as there; cell count; measured here: cell count, cytotoxicity flag
Myeloid diff MLP GFP+ MAC1+ %: second read-out of Myeloid diff MLP, no call of its own (marks repeat the call); GFP+ MAC1+ double positive, %; measured here: differentiation confirmed by MAC1 staining
An asterisk follows results filed as active; i = inactive; ? = inconclusive; / = no result given; + = active, no number.

Start of the data: the first 2 compounds, to show the layout:
nr	SMILES	Myeloid diff MLP	Myeloid diff MLP GFP+ MAC1+ %	LYP inhibition	HIV peptide binding	NTR1 ag	NTR1 ag cell count 20 µM	GPR35 antagonists	Rac1 GTP hydrolysis	PhoP inhibition	GPR55 antagonists	Siah-1 displacement
1	COc1ccc(NC(=O)CSc2nc3c(c(=O)n2C)SCC3)cc1OC	i	5.5	-3%	-0.7%	0.0	58	4%	7%	-4%	8%	2%
2	Cc1cc(C)nc(N2CCCC(C(=O)NCc3ccc4c(c3)OCO4)C2)n1 (centres undefined)	i	0.4	-8%	-0.5%	-1.0	35	1%	-2%	9%	-14%	-3%

All compounds of this part, previewed entries included:
nr	SMILES	Myeloid diff MLP	Myeloid diff MLP GFP+ MAC1+ %	LYP inhibition	HIV peptide binding	NTR1 ag	NTR1 ag cell count 20 µM	GPR35 antagonists	Rac1 GTP hydrolysis	PhoP inhibition	GPR55 antagonists	Siah-1 displacement
1	COc1ccc(NC(=O)CSc2nc3c(c(=O)n2C)SCC3)cc1OC	i	5.5	-3%	-0.7%	0.0	58	4%	7%	-4%	8%	2%
2	Cc1cc(C)nc(N2CCCC(C(=O)NCc3ccc4c(c3)OCO4)C2)n1 (centres undefined)	i	0.4	-8%	-0.5%	-1.0	35	1%	-2%	9%	-14%	-3%
3	CCCCc1ccc(NS(=O)(=O)c2cccs2)cc1	i	11	-1%	-0.5%	6.8	72	9%	-3%	-3%	14%	2%
4	CNC(=O)C(=O)Nc1nc(C23CC4CC(CC(C4)C2)C3)cs1	i	0.5	-8%	-0.7%	0.4	54	13%	5%	-1%	1%	11%
5	CCCOc1ccc(N2C(=O)CC(N(CCC)C(=O)CCC(=O)O)C2=O)cc1 (centres undefined)	i	0.0	2%	1.0%	-0.8	57	4%	15%	-4%	5%	-2%
6	CC(CN1CCC(O)CC1)c1ccccc1 (centres undefined)	/	/	-5%	2.7%	-0.6	73	9%	27%	-2%	5%	12%
7	Nc1ccc(C(=O)N2CCN(S(=O)(=O)c3ccc(Cl)cc3)CC2)cc1[N+](=O)[O-]	i	0.1	/	/	1.6	66	/	7%	9%	/	/
8	O=C(O)c1cccc(COc2ccccc2Cl)c1	i	3.0	-2%	2.2%	-0.8	45	8%	-1%	-32%	4%	-6%
9	COC(=O)C1=C(C(=O)OC)C2C(C)=CC(C)=CN2C(C(=O)OC)=C1C(=O)OC (centres undefined)	i	0.1	-3%	4.7%	-0.1	54	-8%	9%	-2%	16%	3%
10	CCOC(=O)c1c(C)nc2sc(C(=O)Nc3ccc(OC)cc3)c(N)c2c1-c1ccc(OC)cc1	?	/	2%	0.1%	-0.7	37	-10%	19%	-13%	-7%	-1%
11	COc1cccc(CNCc2ccccc2OC)c1	i	0.8	-8%	1.7%	1.1	68	-6%	22%	0%	1%	4%
12	CC1Oc2ccccc2N(Cc2ccccc2F)C1=O (centres undefined)	/	/	-13%	0.0%	1.5	70	10%	/	-11%	-2%	3%
13	CCOc1ccc(C(C(=O)NC2CCCCC2)N(C(=O)c2ccco2)c2ccc(-n3cnnn3)c(C)c2)cc1 (centres undefined)	i	1.2	2%	1.0%	0.1	47	-2%	7%	5%	2%	1%
14	N#CC1=C(N)SC(N)=C(C#N)C1CCc1ccccc1	+	1.0*	-4%	38%	5.2	74	-1%	1%	-15%	5%	-5%
15	C=CCC(=O)OCC(=O)Nc1ccc(Cl)cn1	i	1.9	-8%	-1.1%	-0.5	48	6%	12%	16%	-1%	0%
16	Cc1ccc(-c2n[nH]c(=S)n2/N=C/c2cc3c(cc2[N+](=O)[O-])OCO3)cc1	i	1.9	0%	10%	3.0	68	-13%	9%	35%	5%	4%
17	O=C(NC(=S)NCc1ccc2c(c1)OCO2)c1ccccc1	i	0.4	1%	2.3%	-1.9	73	10%	7%	-15%	9%	3%
18	O=C(CCc1nnc2n(Cc3ccc(F)cc3)c(=O)c3ccccc3n12)NCCCN1CCOCC1	i	0.8	-4%	-2.4%	-0.8	50	-6%	0%	-7%	0%	-5%
19	CCOc1cc(C(=O)OCC(=O)Nc2cccc(C)c2)ccc1OCC(=O)N1CCOCC1	i	0.3	-1%	3.5%	-0.7	92	2%	10%	-7%	4%	1%
20	O=C(Cn1cnc2cc([N+](=O)[O-])ccc2c1=O)Nc1ccc(N2CCOCC2)cc1	i	0.6	3%	-1.9%	1.2	61	-3%	3%	-4%	1%	0%
21	CCCCCCc1ccc(OC(=O)c2ccncc2)cc1	i	0.6	-3%	-1.8%	1.9	85	-1%	/	6%	-1%	0%
22	COc1cccc(-n2nnnc2SCC(=O)NCc2ccc3c(c2)OCO3)c1	i	13	-1%	0.5%	-0.4	41	8%	1%	-6%	3%	-2%
23	Cc1[nH]c2ccccc2c1N=Nc1ccc(F)cc1	i	0.2	7%	0.2%	18	50	2%	7%	0%	2%	4%
24	O=C(NC(c1ccccc1)c1ccccc1)c1ccc(S(=O)(=O)C(F)F)cc1	i	0.8	-1%	1.6%	2.2	46	4%	5%	0%	25%	2%
25	Cc1ccc(C(=O)CCC(=O)N(C)CC(=O)Nc2ccccc2Br)cc1	i	1.1	-4%	1.3%	0.7	63	-2%	8%	1%	-1%	2%
26	CS(=O)(=O)c1ccc2nc(NC(=O)CC3CCCC3)sc2c1	i	1.6	-7%	-0.9%	-1.1	41	0%	6%	-7%	-11%	-5%
27	Cc1ccc(NC(=O)CN2CCN(Cc3ccccc3)CC2)c(Br)c1	i	0.5	-8%	-1.6%	0.6	70	31%	?	-2%	4%	-2%
28	COc1ccc(NC(=O)c2nc3ccccc3s2)cc1	i	0.7	-5%	-1.1%	1.5	70	10%	10%	-10%	4%	-6%
29	NC(=O)c1ccc(SCC(=O)OCC(=O)N2CCN(C(=O)c3ccco3)CC2)c([N+](=O)[O-])c1	i	1.1	/	/	-1.4	64	/	9%	-3%	/	/
30	COc1ccc(NC(=O)CN2CCN(c3c(C)cccc3C)CC2)cc1	i	0.2	-6%	-1.4%	3.9	47	10%	1%	20%	6%	5%

Following part
nr	SMILES	Myeloid diff MLP	Myeloid diff MLP GFP+ MAC1+ %	LYP inhibition	HIV peptide binding	NTR1 ag	NTR1 ag cell count 20 µM	GPR35 antagonists	Rac1 GTP hydrolysis	PhoP inhibition	GPR55 antagonists	Siah-1 displacement
31	Cc1cccc(NC(=O)C2(C)CC3c4ccccc4C2c2ccccc23)c1C (centres undefined)	i	0.6	2%	-0.1%	4.9	85	6%	5%	-4%	-3%	0%
32	CC1=C(C(=O)Nc2ccc(F)cc2)C(c2ccc(C)o2)C2=C(CC(C)(C)CC2=O)N1 (centres undefined)	i	1.4	1%	-1.6%	1.1	84	-2%	5%	-1%	-10%	-1%
33	O=C(CSc1ncnc2nc[nH]c12)c1ccccc1	i	0.7	-5%	1.4%	-1.5	63	6%	-3%	27%	8%	-2%
34	O=C(CNC(=O)c1cc2c(s1)CCC2)Nc1ccccc1Br	i	1.4	-7%	0.2%	0.2	48	-18%	9%	20%	7%	4%
35	Clc1cc2c(c(CSc3nc4ccccc4n4cccc34)c1)OCOC2	i	1.5	3%	1.9%	3.2	87	-1%	11%	-6%	16%	4%
36	O=C(c1cccc(NS(=O)(=O)c2ccccc2)c1)N1CCCCC1	i	1.1	/	/	0.0	60	/	1%	9%	/	/
37	Cc1ccc(C(=O)N2CCN(c3ccc(N4CCOCC4)nn3)CC2)cc1C	i	0.3	/	/	0.0	65	/	5%	-2%	/	/
38	COc1ccc(/C=C(\NC(=O)c2ccccc2)C(=O)NCC2CCCO2)cc1 (centres undefined)	i	0.7	0%	0.7%	-0.5	46	-3%	0%	0%	2%	-1%
39	COC(=O)C1CC(c2ccc(Cl)cc2)=NO1 (centres undefined)	i	0.3	-7%	-1.5%	0.3	83	0%	2%	-4%	-6%	2%
40	CCOC(=O)CC(=O)CSc1nc2ccc(OC)cc2cc1C	i	0.9	1%	11%	1.8	38	-4%	0%	5%	1%	2%
41	Nc1nc2ccccc2n1/N=C/c1ccc2c(c1)OCO2	i	0.5	-6%	2.2%	1.1	39	8%	/	-11%	-3%	-3%
42	COc1cc(C2C3=C(CCCC3=O)Nc3ccc4ncccc4c32)ccc1O (centres undefined)	i	0.1	-3%	0.8%	-1.2	79	0%	3%	-1%	-18%	-2%
43	CCn1cc(/C=C/C(=O)Nc2c(C)nn(Cc3ccccc3C)c2C)cn1	i	1.7	7%	2.3%	-0.4	32	-13%	-13%	-8%	2%	-1%
44	CC1(c2ccc(O)cc2)NC(=O)N(c2ccccc2)N1 (centres undefined)	i	0.4	-6%	-1.7%	0.1	76	13%	-1%	1%	7%	10%
45	COc1ccc(C)cc1NC(=O)CCC(=O)Nc1ccc2nc(N3CCN(C)CC3)cc(C)c2c1	/	/	0%	-0.6%	0.5	55	-8%	/	2%	0%	-2%
46	CCCCn1c(CCC(=O)O)nc2c1c(=O)[nH]c(=O)n2CCC	i	1.2	-7%	-2.1%	-5.3	80	-17%	5%	-4%	0%	-8%

Five of the entries above in order of the GPR35 antagonists value, descending.
| # | Molecule | Myeloid diff MLP GFP+ MAC1+ % | LYP inhibition | HIV peptide binding | GPR35 antagonists | Rac1 GTP hydrolysis | PhoP inhibition | Siah-1 displacement |
| --- | --- | --- | --- | --- | --- | --- | --- | --- |
| 41 | Nc1nc2ccccc2n1/N=C/c1ccc2c(c1)OCO2 | 0.5 | -6% | 2.2% | 8% | / | -11% | -3% |
| 42 | COc1cc(C2C3=C(CCCC3=O)Nc3ccc4ncccc4c32)ccc1O (centres undefined) | 0.1 | -3% | 0.8% | 0% | 3% | -1% | -2% |
| 40 | CCOC(=O)CC(=O)CSc1nc2ccc(OC)cc2cc1C | 0.9 | 1% | 11% | -4% | 0% | 5% | 2% |
| 43 | CCn1cc(/C=C/C(=O)Nc2c(C)nn(Cc3ccccc3C)c2C)cn1 | 1.7 | 7% | 2.3% | -13% | -13% | -8% | -1% |
| 46 | CCCCn1c(CCC(=O)O)nc2c1c(=O)[nH]c(=O)n2CCC | 1.2 | -7% | -2.1% | -17% | 5% | -4% | -8% |
